# Rtt109 HAT inh: inhibitors of Candida albicans Rtt109/Vps75 histone acetyltransferase; Q5AAJ8; purified Rtt109/Vps75, ThioGlo CoA-SH fluorescence, 4 h; inhibition, % at 34.9 µM; 330,000 compounds, 0.16% hits; AID 540336;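 active = inhibition of at least 50% in every replicate; inconclusive = best replicate reaches 50% inhibition but some replicates fall short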
# Target sequence (Q5AAJ8 whole entry, looked up): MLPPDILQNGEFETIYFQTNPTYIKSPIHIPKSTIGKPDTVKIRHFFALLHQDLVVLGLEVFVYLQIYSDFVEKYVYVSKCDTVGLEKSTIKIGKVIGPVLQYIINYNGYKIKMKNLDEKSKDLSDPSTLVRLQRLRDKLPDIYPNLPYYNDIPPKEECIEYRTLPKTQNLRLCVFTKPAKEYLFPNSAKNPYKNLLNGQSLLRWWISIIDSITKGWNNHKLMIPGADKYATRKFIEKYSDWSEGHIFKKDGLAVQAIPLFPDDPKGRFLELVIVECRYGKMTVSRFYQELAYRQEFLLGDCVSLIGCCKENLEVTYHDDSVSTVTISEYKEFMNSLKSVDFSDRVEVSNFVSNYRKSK
# CAL PDZ inh: inhibitors of human CAL PDZ peptide binding; Q9HD26; purified CAL PDZ, TMR-peptide fluorescence polarization, 1 h; inhibition, % at 20 µM; 330,000 compounds, 0.02% hits; AID 504414;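 active = highest replicate inhibition of at least 40%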;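 also: plate controls were DMSO neutral control wells for no effect and unlabeled competitor peptide control wells for full effect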
#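 Test system: tagged CAL PDZ domain / Buffer or medium: sodium phosphate/NaCl buffer pH 7.4 with TCEP, IgG, Thesit / Reagent: TMR-labelled reporter peptide T*-PRC34 bound in PDZ groove / Compound dosing: single point, 20 µM / Schedule: 1 h incubation at room temperature before polarization reading / Technique: fluorescence polarization (mP) / Benchmarks: unlabelled peptide, DMSO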
# DAGLB inhibitor: diacylglycerol lipase beta (human) inhibition. Q8NCG7. HEK293T DAGLB membrane lysate, EnzChek fluorogenic substrate. inhibition, % at 5.17 µM. 340,000 compounds, 0.059% hits; in the data active = inhibition above about 34%;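 also: 0% = enzyme with vehicle and 100% = wells lacking enzyme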
# Target sequence (Q8NCG7 whole entry, looked up): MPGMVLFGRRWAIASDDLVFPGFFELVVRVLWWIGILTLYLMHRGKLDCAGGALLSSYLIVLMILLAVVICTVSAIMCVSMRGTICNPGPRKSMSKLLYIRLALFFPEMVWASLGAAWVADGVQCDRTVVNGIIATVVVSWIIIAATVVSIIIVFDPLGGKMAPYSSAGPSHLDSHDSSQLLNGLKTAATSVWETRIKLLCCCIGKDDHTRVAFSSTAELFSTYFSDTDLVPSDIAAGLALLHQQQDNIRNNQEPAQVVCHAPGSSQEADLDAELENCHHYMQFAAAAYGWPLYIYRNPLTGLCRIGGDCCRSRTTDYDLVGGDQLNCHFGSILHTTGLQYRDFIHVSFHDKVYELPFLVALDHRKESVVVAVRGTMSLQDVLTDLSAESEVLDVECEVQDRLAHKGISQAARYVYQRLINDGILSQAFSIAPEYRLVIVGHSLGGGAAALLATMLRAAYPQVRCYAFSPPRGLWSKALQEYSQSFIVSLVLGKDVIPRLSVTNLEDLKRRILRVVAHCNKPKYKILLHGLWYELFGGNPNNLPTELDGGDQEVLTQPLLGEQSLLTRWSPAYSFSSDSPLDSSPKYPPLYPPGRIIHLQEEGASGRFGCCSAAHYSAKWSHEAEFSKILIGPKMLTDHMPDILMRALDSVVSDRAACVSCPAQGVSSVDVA
# Tat transport: inhibitors of E. coli Tat protein transport; E. coli MC4100 TorA-mCherry Tat export, fluorescence; inhibition, % at 10 µM; 340,000 compounds, 0.036% hits;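 active = mean replicate inhibition at least 50% and at least half of replicates individually reaching 50%; inconclusive = only one of the two criteria met; inactive = neither criterion met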;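 also: exported cargo escapes ClpAP degradation while cytoplasmic cargo is degraded and loses fluorescence; 0% = median of neutral control wells and 100% = median of NaSCN control wells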
# E coli growth: bacterial growth inhibition, counter-screen for AddAB inhibitors. inhibition, % at 11.9 µM. 330,000 compounds, 0.27% hits. AID 449728. E. coli V3065 growth, OD600 absorbance, 18 h;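 active = inhibition above the campaign's mean inhibition across all tested compounds plus 3 SD, cut at about 9.9% in these data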;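 also: uninfected addAB+ strain grown without phage in ampicillin broth; 0% = DMSO wells and 100% = ciprofloxacin 0.95 µg/ml wells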
# phage Ecoli inh: E. coli growth loss with phage present; growth absorbance; inhibition, % at 11.9 µM; 360,000 compounds, 0.26% hits; AID 651602; in the data active = inhibition above about 11%
# PfHsp90 yeast 2: reduces growth (ATP signal) of yeast expressing P. falciparum Hsp90. 310,000 compounds, 0.32% hits. S. cerevisiae expressing PfHsp90, BacTiter-Glo ATP, 48 h; yeast lacking PDR1 and PDR3 efflux regulators. inhibition, % at 9.4 µM. AID 504621;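 active = every replicate shows inhibition above about 80%, whatever the replicate mean, limit read from the data; inconclusive = mean inhibition reaches the set limit but some replicate falls short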;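 also: 0% = DMSO neutral controls and 100% = 20 µM radicicol positive controls; yeast relying on Plasmodium falciparum Hsp90 in place of its own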
# Wnt bcat act: activators of Wnt/beta-catenin signaling | activation, % at 9.35 µM | AID 743398 | 300,000 compounds, 1.2% hits | Wnt/beta-catenin reporter cell assay, activator, plate reader; in the data active = activation above about 30%, passing the limit was not always enough; inconclusive = no clear call, values can overlap the other calls;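 also: 0% = neutral control wells and 100% = positive control wells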
# PvdQ inh: P. aeruginosa PvdQ acylase inhibition | AID 488965 | purified PvdQ acylase, fluorescence plate reader | 340,000 compounds, 0.063% hits | inhibition, % at 10 µM; in the data active = inhibition above about 30%, passing the limit was not always enough; inconclusive = no clear call, values can overlap the other calls;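 also: 0% = vehicle neutral wells and 100% = reference inhibitor wells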
# AddAB inh: less growth of phage-infected E. coli with AddAB | E. coli expressing H. pylori AddAB, absorbance growth | inhibition, % at 11.9 µM | 330,000 compounds, 0.29% hits | AID 435030; in the data active = inhibition above about 12%;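 also: 0% = vehicle wells of infected cells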
# * marks the source's active call; other numbers are inactive results; ? = inconclusive; nt = not tested or not shown.
SMILES,Rtt109 HAT inh,CAL PDZ inh,DAGLB inhibitor,Tat transport,E coli growth,phage Ecoli inh,PfHsp90 yeast 2,Wnt bcat act,PvdQ inh,AddAB inh
O=[N+]([O-])c1nn(-c2ccc3c(c2)OCCO3)n(O)c1=NC1CCCCC1,6,-0.3,11,-2,0.2,2.3,nt,15,-2,3.4
O=C(COc1ccc(Cl)cc1Cl)Nc1ccccc1F,-12,-0.8,-22,4,-1.5,-1.0,-13,45*,-17,3.1
CC(=O)c1cccc(NC(=O)c2ccc3c(c2)OCO3)c1,-9,-5.3,3,-5,0.6,-2.5,-1,7,-7,0.6
OCCC1CN(Cc2cnc(-c3ccc(Cl)cc3)nc2)CCN1C1CCCC1 (stereo not given),-9,-3.1,2,9,0.4,-1.5,-4,2,-2,0.3
COc1ccc(N2CCN(C(=O)COC(=O)c3oc4ccc(OC)cc4c3C)CC2)cc1,0,0.8,-5,-6,0.5,3.2,-1,-6,-5,-2.4
COc1ccc(C(=O)NCCc2cccc(Cl)c2)cc1OC1CCN(C(C)=O)CC1,-7,-3.3,-1,-1,0.2,0.2,9,3,1,2.2
CC1CCCN(CC(=O)NC(=O)NC2CCCCC2)C1 (stereo not given),2,-0.7,-1,-3,1.2,1.4,-32,1,-2,2.6
COC(=O)Cc1ccc(NC(=O)c2ccccc2Br)cc1,8,0.3,0,-7,5.4,2.0,-9,1,-15,2.8
Cc1cc(Cl)ccc1OCCCC(=O)Nc1ccc(S(=O)(=O)Nc2ncccn2)cc1,-5,-1.8,3,1,-2.1,0.1,-58,-2,-13,0.5
CCN(CC)c1ccc(NC(=O)c2ccc(Br)o2)c(C)c1,3,-0.4,-2,-6,0.5,2.0,-24,nt,-17,1.7
COc1ccc(N2CCN(C3CCCN(C(=O)C4=C(C)OCCO4)C3)CC2)cc1 (stereo not given),-2,-2.3,-1,0,nt,1.5,9,0,-15,nt
O=C(NCc1ccco1)/C(=C/c1cccnc1)NC(=O)c1cccc(Br)c1,1,-1.0,0,2,-1.5,3.0,-12,nt,8,3.6
Cc1ccc(S(=O)(=O)C(c2ccccc2)c2c(C)noc2C)cc1 (stereo not given),-2,0.4,-5,8,-1.0,-1.3,-2,nt,-24,-0.5
C=C(C)COc1ccc(-c2[nH]ncc2Oc2cccc(OC)c2)c(O)c1,-20,-0.6,-7,6,5.0,4.3,110*,nt,-9,7.7
CN(C)c1ccc(C(=O)OCC(=O)N2CCCC2)cc1,-4,-3.5,-1,0,-0.1,0.6,-7,5,-13,0.8
COC(=O)c1ccc(NC(=O)c2cn(-c3ccccc3)nc2-c2ccncc2)cc1,-1,-7.7,0,-2,-2.5,1.6,89*,nt,-9,-1.0
Cc1cccc(CN2CCN(CC(=O)NCCCN3CCN(c4ccc(F)cc4)CC3)C2=O)c1,8,0.2,0,5,-2.3,6.2,6,nt,-12,1.4
O=C(Nc1ccccc1)C1=C[C@@H](c2ccc(C(F)(F)F)cc2)C[C@@H](OCCCCO)O1,-13,-3.5,-1,6,-0.5,2.5,-16,12,-12,1.3
COc1ccc(Cl)cc1NC(=O)CN(C)C(=O)CN1C(=O)NC(C)(C)C1=O,-7,0.4,-1,-1,-0.2,4.0,1,-4,-17,1.3
O=C(c1ccncc1)N1CCN(S(=O)(=O)c2ccccc2Br)CC1,-3,-0.1,-4,-2,-0.3,0.0,2,4,-11,0.4
Cc1cc(Br)ccc1OCC(=O)NNC(=O)c1cnccn1,2,-0.6,0,4,-9.6,-3.4,24,-4,-2,-0.6
O=c1[nH]c(NCc2ccccc2)nc2c1CCC2,1,-1.1,-1,-4,0.8,3.7,nt,-3,1,2.6
COCCSc1nnc(NC(=O)CSc2ccccc2)s1,nt,-1.6,1,10,2.5,1.5,33,nt,-5,1.9
COc1cccc(C2=NC(C)(C)NC(c3ccccc3O)C2)c1 (stereo not given),-1,0.5,2,1,1.6,4.0,-6,nt,-22,1.0
N/C(Cc1ccc([N+](=O)[O-])cc1)=N\OC(=O)c1ccc(Br)cc1,-3,-0.2,-3,-4,1.3,4.0,25,-2,-9,-2.0
CC(C)c1cn(C2OC(COC(=O)c3ccccc3)C(OC(=O)c3ccccc3)C2OC(=O)c2ccccc2)c(=O)[nH]c1=O (stereo not given),-3,0.4,-2,-2,-3.6,1.3,0,-6,-7,0.8
CCCCN(C)C(=O)Cn1c(=O)oc2cc(S(=O)(=O)N3CC(C)CC(C)C3)ccc21 (stereo not given),-3,-0.3,-6,2,-0.7,1.3,15,-2,-10,3.9
O=C(/C=C/c1ccccc1)NC(=S)Nc1ccc(N2CCOCC2)cc1,2,-2.0,0,-3,-1.8,-0.1,-20,-1,-9,1.4
CCOC(=O)C1CCCCN1C(=O)CCc1c(C)nc2ncnn2c1C (stereo not given),4,-1.1,1,-5,-0.3,3.0,nt,nt,-15,-1.4
CCOCCCNC(=O)c1ccc2c(c1)ncn2-c1ccc(C)cc1C,2,-1.6,-3,-4,0.2,1.8,3,-1,8,1.0
COc1ccc(CNC(=O)C(CCSC)NC(=O)c2ccco2)cc1 (stereo not given),2,0.9,-3,-3,-1.0,1.4,-12,nt,-9,4.6
Cc1cc(C(=O)CSc2nnnn2C)c(C)n1C1CC1,-9,-2.7,0,-1,-0.7,2.7,-12,3,-5,5.2
Oc1ccccc1O,-4,-0.5,1,7,0.3,3.0,7,-15,-15,-0.8
O=C(c1ccc2snnc2c1)N1CCN(c2ccccc2)CC1,-3,-0.6,-5,0,0.1,3.4,nt,0,6,0.0
O=C(C1=C[C@@H](c2ccc(Br)cc2)C[C@@H](OCc2ccc(CO)cc2)O1)N1CCN(Cc2ccccc2)CC1,-1,-0.1,-3,10,-0.9,nt,-4,nt,-3,-1.0
COc1cccc(C(=O)Nc2ccc3c(c2)C(=O)c2ccccc2C3=O)c1,50*,-3.0,2,-5,-1.1,2.5,-20,10,9,0.8
CCOc1ccc(/C=N/Nc2ccccn2)cc1,2,-0.2,1,-4,-1.8,3.4,5,?,-3,0.3
CCN(CC(=O)Nc1ccc2c(c1)OCCO2)C(=O)c1ccc(S(=O)(=O)N(C)C)cc1,-7,-2.5,0,2,3.3,0.8,nt,-2,-6,1.9
CCCC(=O)C1=C(c2ccccc2)C(C#N)(C#N)C(C#N)=C1N,8,0.5,3,2,-0.4,1.1,-4,nt,6,3.8
CCn1c(-c2cc(-c3ccccc3)sc2N)n[nH]c1=S,1,1.0,nt,-2,-0.2,1.0,-4,2,-12,2.1
COc1ccc(C(=NN)c2ccc(OC)cc2)cc1,3,0.1,-5,4,-2.4,1.9,4,10,6,1.7
CCOC(=O)CN1C(=O)N(c2ccccc2OC)S(=O)(=O)c2ccccc21,-1,-0.1,-1,-4,-1.9,0.2,-9,-1,-11,1.2
COC(=O)c1sccc1NC(=O)CN(C)NS(=O)(=O)c1ccc([N+](=O)[O-])cc1,-18,-5.0,0,-6,0.5,2.3,nt,2,-12,2.6
Cc1onc(-c2ccccc2)c1C(=O)Nc1nnc(-c2ccncc2)s1,-13,nt,-1,-1,2.5,1.0,nt,nt,19,-0.1
CCOC(=O)c1c(NC(=O)C(NCCN(C)C)c2ccccc2)sc2c1CCCC2 (stereo not given),28,-1.7,-1,10,-3.8,-2.0,15,-7,10,-1.4
COc1ccc(C(O)Cc2nc3ccccc3n2C)cc1OC (stereo not given),4,nt,0,-1,1.0,-0.8,15,nt,2,-2.7
COc1cc2c(cc1OC)C(c1ccc(N(C)C)cc1)CC(=O)N2 (stereo not given),6,-2.1,2,-2,-0.9,1.4,nt,nt,-15,5.4
CC(=O)NC(=O)c1nnn(Cc2ccccc2)c1NC(C)=O,6,nt,1,5,0.1,4.3,nt,nt,-17,0.5
CC1(C)CC2CC(C)(CN2C(=O)COC(=O)CNC(=O)c2ccc(Cl)c(Cl)c2)C1 (stereo not given),4,-1.1,-7,15,-3.0,1.7,-7,-6,6,-0.5
COCC(C)N1CC(O)=C(c2nc(-c3ccc(Cl)cc3)cs2)C1=N (stereo not given),-3,0.0,2,-1,-3.4,3.7,-3,0,0,-2.8
Cc1cc2c(cc1S(=O)(=O)CCC(=O)N1CC(C)CC(C)C1)OCC(=O)N2 (stereo not given),8,0.7,2,0,-3.4,1.1,-2,-4,9,2.2
CC1CC2(CCCC2)Nc2ccc(F)cc21 (stereo not given),8,0.6,-2,4,-0.5,2.2,-26,16,-13,-0.7
CC(CC(=O)Nc1nc2ccccc2[nH]1)n1ccnc1 (stereo not given),3,0.0,0,6,0.9,4.1,26,-1,-8,0.7
CCCn1c(C)cc(C(=O)COc2ccc(C)nc2[N+](=O)[O-])c1C,10,0.1,-2,-1,-0.3,3.0,19,1,-17,4.3
CCN(CC)S(=O)(=O)c1ccc(C(=O)NNC(=O)C2CCN(S(=O)(=O)c3ccc(Cl)cc3)CC2)cc1,18,-1.9,-3,7,1.7,3.1,14,nt,-4,1.8
O=C1NC(Cc2ccccc2)c2nc3ccccc3c(=O)n2-c2cc(Cl)ccc21 (stereo not given),nt,nt,nt,nt,-0.4,3.3,nt,0,nt,2.1
Cc1ncc(CO)c2c1Oc1nc(-c3ccccc3)nc(SCC(=O)N(C)c3ccccc3)c1C2,nt,nt,nt,nt,-3.1,0.2,nt,0,nt,2.6
COCCNc1nc(N2CCCCC2)c2cnn(C)c2n1,-36,-0.9,0,-2,-0.5,0.5,8,-2,-6,1.2
O=C(CC(O)(C(F)(F)F)C(F)(F)F)Nc1ccc(Cl)c(Cl)c1,11,-3.9,2,7,18*,16*,123*,nt,12,19*
CCOc1cccc(NC(=O)CSc2nncn2N)c1,-2,-3.2,-1,1,0.9,3.5,15,0,-13,1.8

# Compound profiles, from the list above. Order of screens: Rtt109 HAT inh, CAL PDZ inh, DAGLB inhibitor, Tat transport, E coli growth, phage Ecoli inh, PfHsp90 yeast 2, Wnt bcat act, PvdQ inh, AddAB inh
# Listed for O=C1NC(Cc2ccccc2)c2nc3ccccc3c(=O)n2-c2cc(Cl)ccc21 (stereo not given) = nt, nt, nt, nt, -0.4, 3.3, nt, 0, nt, 2.1
# Listed for CC1CC2(CCCC2)Nc2ccc(F)cc21 (stereo not given) = 8, 0.6, -2, 4, -0.5, 2.2, -26, 16, -13, -0.7

# More structures:
SMILES,Rtt109 HAT inh,CAL PDZ inh,DAGLB inhibitor,Tat transport,E coli growth,phage Ecoli inh,PfHsp90 yeast 2,Wnt bcat act,PvdQ inh,AddAB inh
Cc1ccc(-c2noc(CCC(=O)N3CCCc4ccccc43)n2)cc1,0,-0.3,-19,7,0.9,0.6,nt,nt,8,4.2
CCN1CCN(c2ccc(NC(=O)c3ccc(Cl)c(S(=O)(=O)N4CCCC4)c3)cc2)CC1,11,-1.6,5,1,nt,2.7,nt,-2,-8,nt
O=C(CSc1nc(Nc2ccccc2)nc(N2CCOCC2)n1)Nc1cc(Cl)ccc1O,20,-2.6,-2,10,nt,0.6,-15,3,2,nt
CCNCc1cc(Cl)c(OCc2ccccc2)c(OCC)c1,15,-3.5,-1,2,2.4,3.6,-3,-3,-4,2.2
CC(=O)Nc1ccccc1OCC(=O)c1ccc2c(c1)OCO2,nt,-2.4,4,1,-0.8,0.6,nt,37*,-6,3.7
Cc1ccc2c(c1)C(N1CCCC1=O)CC(c1ccco1)N2 (stereo not given),-11,-2.0,-6,-1,1.1,1.5,35,7,12,3.5

# Compounds were not picked by outcome; overall some 1.9% were active at least once.
